TDP2 absorb: human TDP2 enzyme inhibitors, primary screen, biochemical, epi absorbance, recombinant enzyme; Tyrosyl-DNA phosphodiesterase 2 (Homo sapiens), O95551; T5PNP hydrolysis, p-nitrophenol absorbance 415 nm; inhibition, % at 12.8 µM; 370,000 compounds, 0.34% hits;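 active means inhibition above the mean of all tested compounds plus 3 SD, set per campaign, cut at about 25% in these data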;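 further: 0% = DMSO with enzyme and 100% = buffer with substrate but no TDP2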
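Incubation: 2 h at 37 °C; Test system: recombinant human TDP2; Quantity: enzyme 120 nM; Read-out basis: percent inhibition; Medium: 50 mM Tris-HCl pH 7.5 with Mg2+, KCl, DTT, BSA; Repeats: single replicate; Compound: 12.8 µM single point, 1% DMSO; Signal: epi absorbance; Reagent: 5 mM T5PNP chromogenic substrate; Benchmarks: no-enzyme high, DMSO-plus-enzyme low.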
PRMT1 FP inh: PRMT1 methyltransferase inhibitors, primary screen, biochemical, fluorescence polarization | 370,000 compounds, 1.3% hits | inhibition, % at 2.79 µM | recombinant PRMT1, activity-based probe fluorescence polarization;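 active means inhibition above about 21% made by adding two undisclosed values, limit read from the data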
UHRF1 binding: UHRF1 methylated DNA binding inhibitors, primary screen, counter-screen for MBD2 inhibitor project, biochemical, TR-FRET, human UHRF1, single concentration. E3 ubiquitin-protein ligase UHRF1 (Homo sapiens), Q96T88. UHRF1 binding to methylated oligo. inhibition, % at 4.4 µM. 370,000 compounds, 0.75% hits; in the data active means inhibition above about 21%;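 further: UHRF1 SRA domain binding a hemimethylated CpG hairpin DNA probe; 0% = median of test compound wells and 100% = reference inhibitor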
Target sequence (Q96T88 whole entry, looked up, the tested form may be a part): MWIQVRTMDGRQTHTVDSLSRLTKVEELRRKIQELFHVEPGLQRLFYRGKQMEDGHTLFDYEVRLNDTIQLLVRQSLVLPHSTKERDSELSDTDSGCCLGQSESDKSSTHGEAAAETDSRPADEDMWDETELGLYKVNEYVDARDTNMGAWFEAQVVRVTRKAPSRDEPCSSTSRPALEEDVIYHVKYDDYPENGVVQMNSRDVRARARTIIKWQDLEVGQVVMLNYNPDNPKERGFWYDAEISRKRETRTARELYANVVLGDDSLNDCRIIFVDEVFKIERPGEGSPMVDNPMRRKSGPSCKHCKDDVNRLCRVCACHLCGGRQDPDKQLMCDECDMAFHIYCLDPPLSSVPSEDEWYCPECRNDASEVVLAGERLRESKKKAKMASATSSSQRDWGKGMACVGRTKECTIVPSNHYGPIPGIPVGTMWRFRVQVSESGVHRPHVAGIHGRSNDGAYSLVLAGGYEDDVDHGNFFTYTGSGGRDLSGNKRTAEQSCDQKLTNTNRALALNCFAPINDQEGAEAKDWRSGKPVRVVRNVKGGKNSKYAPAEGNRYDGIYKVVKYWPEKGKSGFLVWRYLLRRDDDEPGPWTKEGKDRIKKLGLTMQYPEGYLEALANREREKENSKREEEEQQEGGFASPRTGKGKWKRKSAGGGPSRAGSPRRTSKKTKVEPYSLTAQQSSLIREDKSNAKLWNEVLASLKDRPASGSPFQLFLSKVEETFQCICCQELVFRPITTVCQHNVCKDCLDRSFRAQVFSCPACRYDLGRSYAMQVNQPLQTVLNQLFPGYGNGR
mABHD4 FP: ABHD4 inhibitors, primary screen, biochemical, fluorescence polarization, mouse; 370,000 compounds, 0.54% hits; inhibition, % at 8.92 µM; purified mABHD4, FP-Rh probe fluorescence polarization; AID 720543, 2013;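 active means inhibition exceeding the mean over every tested compound plus 3 SD, cut at about 30% in these data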;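 further: 0% = plate median of compound wells and 100% = S159A mutant with DMSO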
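system = mouse ABHD4 enzyme, wild type | medium = HEPES pH 7.0, NaCl, Pluronic buffer | also added = FP-Rh probe | incubation = Enzyme–compound pre-incubation 45 min, then probe 60 min, both 25 °C | technique = fluorescence polarization, excitation 525 nm, emission 598 nm, BODIPY TMR filters | controls = S159A mutant high control, sample median low control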
TCR CD3 inh: inhibitors of human TCR-CD3 interaction, primary screen, biochemical, fluorescence, TAMRA-labeled TCR probe. inhibition, % at 9.4 µM. T-cell receptor (TCR). AID 651800, 2012. 360,000 compounds, 0.37% hits; in the data active means inhibition above about 19%;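 further: recombinant mutant TCR 2C K166C tagged with TAMRA read by polarization; 0% = receptor in buffer alone and 100% = receptor with positive control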
LEDGF integ inh: blockers of LEDGF/p75-dependent integrase strand transfer – biochemical, TR-FRET, high throughput, primary screen | AID 743269, 2014 | 370,000 compounds, 0.64% hits | TR-FRET IN-LEDGF/p75 DNA integration, Eu/Cy5 | inhibition, % at 3.7 µM | HIV-1 integrase (with human LEDGF/p75);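 active means inhibition above the screen-wide mean plus 3 SD, cut at about 13% in these data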;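 further: signal is the Cy5 over europium emission ratio at 671 and 618 nm; 0% = plate median of compound wells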
PG9 binder: binders of HIV-1 gp120 antibody PG9, primary screen, biochemical, TR-FRET | 360,000 compounds, 0.43% hits | inhibition, % at 6.7 µM | AID 624416, 2012 | TR-FRET gp120-PG9 antibody binding; in the data active means inhibition above about 8.5%
DDE Tn7 FP inh: inhibitors of Tn7 peptide binding to fibrin DD(E), primary screen, biochemical, fluorescence polarization, human fibrin, Tn7 probe; 370,000 compounds, 0.13% hits; inhibition, % at 8.3 µM; FP displacement of FITC-Tn7 peptide from fibrin DD(E); 0% = median of compound wells per plate; Fibrinogen beta chain (Homo sapiens), P02675;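 active means inhibition above the mean of compounds falling within the control limits plus 3 SD of them, cut at about 14% in these data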;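 further: 0% = plate median of compound wells and 100% = 10 µM Aha-Tn7 peptide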
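System: human fibrin DD(E); quantity: Fibrin-DD(E) at 2 µM final; also added: fluorescent Tn7 probe at 0.1 µM; compound dosing: single nominal test concentration of 8.3 µM per compound; schedule: 10 min preincubation, 3 h with tracer, room temperature; detection: fluorescence polarization of the labelled Tn7 tracer; repeats: one replicate per compound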
SIAE primary: human SIAE inhibitors, primary screen, biochemical, fluorescence polarization, FP-Rh probe, 1536-well HTS; SIAE FP-Rh probe binding; inhibition, % at 9.66 µM; Sialate O-acetylesterase (Homo sapiens), Q9HAT2; 370,000 compounds, 0.69% hits;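 active means inhibition above a cutoff: mean of compounds within the control limits plus 3 SD of those, cut at about 17% in these data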;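 further: 0% = plate median of compound wells and 100% = probe without SIAE protein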
HTRA1 inhibitor: HTRA1 serine protease inhibitors, primary screen, biochemical, fluorescence polarization, HTS; recombinant HTRA1, FP-rhodamine activity-based probe; inhibition, % at 5.96 µM; 340,000 compounds, 0.5% hits; Q92743; in the data active means inhibition above about 36%;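 further: 0% = enzyme with DMSO and 100% = wells lacking enzyme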
* marks the source's active call; other numbers are inactive results; . = no result given.

SMILES | TDP2 absorb | PRMT1 FP inh | UHRF1 binding | mABHD4 FP | TCR CD3 inh | LEDGF integ inh | PG9 binder | DDE Tn7 FP inh | SIAE primary | HTRA1 inhibitor
Cc1ccc2nc(N(CCN(C)C)C(=O)c3ccc4c(c3)OCCO4)sc2c1 | 1 | 0 | 0 | 1 | 10 | -1 | -2.0 | -3 | 2 | 0
Nc1nc(SCc2ccccc2)cc(SCc2ccccc2)n1 | -1 | -2 | 1 | -18 | -2 | 8 | -0.1 | 4 | -6 | -25
CC1CC(C)CN(CC(=O)N2CCOCC2)C1 (configuration not stated) | 1 | 1 | -1 | 7 | 1 | -6 | 2.4 | 1 | 0 | 3
Cc1cc2ccccc2cc1CN1CCOCC1 | 7 | -3 | 0 | -6 | 5 | -1 | 0.0 | 0 | 0 | -7
CC1(C)CC(=O)C2=C(C1)N(CCN1CCOCC1)C1=C(C(=O)CC(C)(C)C1)C2c1cccc(Cl)c1 | -10 | 1 | 2 | 6 | 1 | 2 | -0.8 | -8 | 0 | 2
COC(=O)[C@]12C[C@H](CC(=O)N3CCN(C(=O)C4CC4)CC3)C(=O)N(Cc3ccccc3)C1=C[C@H](C1CCCC1)O[C@@H]2C | 8 | -1 | -3 | 7 | 5 | -1 | 2.0 | 4 | -1 | .
CC(C)c1c(C(=O)N/N=C/c2ccsc2)nnn1-c1nonc1N | -6 | 0 | 0 | -2 | -3 | 2 | -2.1 | -8 | -12 | -7
O=C(NC(NC(=S)Nc1ccccc1O)C(Cl)(Cl)Cl)c1ccco1 (configuration not stated) | 9 | 0 | -3 | 0 | 2 | 0 | -2.7 | 5 | 1 | -4
Cc1ccc(OCC(O)Cn2c(N3CCOCC3)nc3c2c(=O)[nH]c(=O)n3C)cc1 (configuration not stated) | 10 | 1 | 1 | 7 | 2 | 1 | -1.6 | -4 | 7 | -4
CCOC(CNC(=O)Cn1nc(Cc2ccncc2)c2ccccc2c1=O)OCC | 9 | -1 | 1 | -7 | -3 | 0 | -1.6 | -1 | 4 | 2
CCC1Oc2ccc(C)cc2N(CC(=O)NCCN2C(C)CCCC2C)C1=O (configuration not stated) | -4 | -5 | 2 | -1 | -5 | -1 | 0.1 | -4 | 6 | 1
Cc1ccc(CN2CCCN(Cc3c(C)cc(C)cc3C)S2(=O)=O)cc1 | 5 | 0 | -2 | -6 | -1 | -3 | 0.3 | -5 | -9 | -33
CC1=NCCN1CCNC(=O)Nc1ccc(C(C)(C)C)cc1 | -11 | 1 | 4 | 1 | -5 | -2 | -1.8 | 7 | -2 | .
COC(=O)/C(=C\C=C\c1ccccc1)NC(=O)c1ccccc1 | 1 | 2 | 0 | -6 | 2 | 2 | -5.1 | -4 | -1 | -6
CCC(C)(C)NC(=O)C(c1ccc(OC)cc1)N(CCOC)C(=O)CCC(=O)Nc1nccs1 (configuration not stated) | 5 | -3 | 1 | 3 | 9 | 0 | -2.6 | 3 | 3 | -1
CC(=O)Nc1cccc(NC(=O)CSc2nnc(Cc3cccn3C)n2-c2ccc(F)cc2)c1 | -6 | 6 | -4 | -9 | -3 | 4 | 0.2 | -9 | 4 | 6
Cc1ccc(NC(=O)CN2CCN(CCN=CC3=C(O)CC(C)(C)CC3=O)CC2)cc1 | 0 | -4 | -1 | 6 | 5 | 0 | -0.7 | 0 | -6 | -3
O=C(OCC(=O)N1CCc2ccccc21)c1ccc(Br)o1 | 5 | -4 | 1 | -3 | 1 | 0 | -1.2 | -3 | -5 | 0
CSCCC(NC(=O)c1ccccc1)C(=O)N1CCN(Cc2ccc(Cl)cc2)CC1 (configuration not stated) | -12 | -4 | 1 | 4 | -7 | 1 | -0.6 | -4 | -4 | 4
COc1ccc(N2CCN(C(=O)COC(=O)[C@@H](NC(=O)c3ccccc3Cl)C(C)C)CC2)cc1 | 0 | 3 | 0 | -6 | -7 | -4 | 0.0 | 4 | 6 | -1
O=C(NNC(=S)Nc1ccc(Cl)cc1)c1cccs1 | 1 | -2 | -4 | 5 | 8 | -6 | -0.7 | 4 | 9 | -2
O=C(COC(=O)CC1CCCC1)Nc1cc2c(cc1Cl)C(=O)c1ccccc1C2=O | -10 | -2 | -1 | 19 | 2 | -3 | 0.6 | 6 | -2 | 9
NC(=O)CCN1CCN(Cc2cn[nH]c2-c2cccc3ccccc23)CC1 | 1 | 2 | 2 | -2 | -5 | 3 | 1.3 | 1 | 1 | 0
O=C(CN1C(=O)S/C(=C\c2ccccc2Cl)C1=O)NC1C=CS(=O)(=O)C1 (configuration not stated) | 5 | -18 | -2 | 7 | 7 | 1 | 2.1 | 8 | -3 | 5
Cc1ccc2[nH]c3c(=O)n(CCN4CCNCC4)cnc3c2c1 | 4 | -1 | 2 | -5 | -2 | 2 | -0.7 | -9 | 2 | -1

Two entries from above, set out differently.
SMILES: NC(=O)CCN1CCN(Cc2cn[nH]c2-c2cccc3ccccc23)CC1
  TDP2 absorb: 1
  PRMT1 FP inh: 2
  UHRF1 binding: 2
  mABHD4 FP: -2
  TCR CD3 inh: -5
  LEDGF integ inh: 3
  PG9 binder: 1.3
  DDE Tn7 FP inh: 1
  SIAE primary: 1
  HTRA1 inhibitor: 0
SMILES: Cc1ccc(NC(=O)CN2CCN(CCN=CC3=C(O)CC(C)(C)CC3=O)CC2)cc1
  TDP2 absorb: 0
  PRMT1 FP inh: -4
  UHRF1 binding: -1
  mABHD4 FP: 6
  TCR CD3 inh: 5
  LEDGF integ inh: 0
  PG9 binder: -0.7
  DDE Tn7 FP inh: 0
  SIAE primary: -6
  HTRA1 inhibitor: -3

Returning to the listing; the two compounds before the break are reprinted first.
SMILES | TDP2 absorb | PRMT1 FP inh | UHRF1 binding | mABHD4 FP | TCR CD3 inh | LEDGF integ inh | PG9 binder | DDE Tn7 FP inh | SIAE primary | HTRA1 inhibitor
O=C(CN1C(=O)S/C(=C\c2ccccc2Cl)C1=O)NC1C=CS(=O)(=O)C1 (configuration not stated) | 5 | -18 | -2 | 7 | 7 | 1 | 2.1 | 8 | -3 | 5
Cc1ccc2[nH]c3c(=O)n(CCN4CCNCC4)cnc3c2c1 | 4 | -1 | 2 | -5 | -2 | 2 | -0.7 | -9 | 2 | -1
Cc1nn(-c2ccncc2)c2c1C(=O)CC(C)(C)C2Br (configuration not stated) | -7 | 0 | -3 | 7 | 4 | 0 | -2.2 | 4 | 1 | 3
CN1CCN(C(=O)CCN2C(=O)/C(=C\c3ccc(Cl)cc3Cl)SC2=S)CC1 | 18 | 8 | -3 | -57 | -26 | -2 | -2.9 | -2 | 5 | -4
CCN(CC)S(=O)(=O)c1cccc(NC(=O)c2ccc(S(=O)(=O)N3CCCC3)cc2)c1 | -11 | 3 | -1 | -5 | -2 | -3 | 0.9 | -4 | -16 | -13
CCn1cc(C2=NCCO2)c2ccccc21 | 4 | -3 | -3 | 11 | 5 | 2 | 0.1 | -1 | -3 | 6
CC(O)(c1cccnc1)c1nc(/C=C/c2ccccc2)cs1 (configuration not stated) | 5 | 1 | -2 | 4 | -8 | 1 | -0.3 | 1 | 2 | .
O=C(Cc1cn(Cc2ccccc2)c2ccccc12)Nc1ccc(Nc2cccnc2)cc1 | -16 | 14 | 1 | 22 | -8 | -2 | -0.4 | -4 | 26* | .
COc1ccc(C(C(=O)Nc2ccc(C(C)C)cc2)N(C)C(=O)CNC(C)=O)cc1 (configuration not stated) | -7 | -2 | 2 | -1 | 5 | -2 | -1.5 | 0 | 0 | -13
CCN(CC)S(=O)(=O)c1ccc(N2CCOCC2)c(NS(=O)(=O)c2cc(C(C)(C)C)ccc2C)c1 | -7 | 7 | 2 | 7 | 4 | 5 | -2.1 | -6 | -7 | -16
CC(C)(C)N1CC2([N+](=O)[O-])CN(C(C)(C)C)CC([N+](=O)[O-])(C1)C2 | 3 | -2 | 0 | 1 | 9 | 0 | 1.1 | 5 | -7 | -8
COc1ccc(C=O)cc1OC(=O)N1CCOCC1 | 11 | -2 | -1 | 0 | 5 | -4 | -0.8 | 1 | 2 | 5
CCCC[C@@H]1CN=C(N)N1CCc1cc(C(F)(F)F)cc(C(F)(F)F)c1 | 3 | 1 | 0 | 12 | 2 | 1 | -1.2 | 0 | 6 | 2
Cc1cc(-c2cc(C(=O)NC3CCCC3)on2)nc(NCC2CC2)n1 | 8 | -1 | -3 | 3 | 10 | 1 | -1.4 | -3 | 0 | 0
O=C(OC12CCCN(C1)/C(=C/c1cccc(Cl)c1)C2)c1ccc(F)cc1 (configuration not stated) | -5 | -3 | 3 | 1 | . | 3 | . | -1 | -1 | .
C/C(=C\C=C\c1ccccc1)C(=O)c1c(C)cc(C)[nH]c1=O | 7 | -1 | 16 | -2 | 9 | 3 | -1.0 | 3 | 1 | -9
CCn1c(Cc2ccccc2)nnc1SCC(=O)Nc1ccc2c(c1)OCCO2 | 3 | -2 | -2 | 4 | 4 | -2 | -2.9 | -6 | 3 | -6
CC(=O)c1cnc2c(C(=O)O)cnn2c1C | 1 | -3 | -2 | 3 | -1 | -2 | 0.9 | -5 | 1 | 4
COc1ccccc1NC(=S)NN=C(C)c1ccccn1 | -3 | -2 | -10 | 14 | 8 | -1 | -0.7 | -9 | 0 | 0
Cc1nc2c(-c3ccc(F)cc3)c(C)nn2c(C)c1CCC(=O)N1CCN(c2ccccn2)CC1 | 0 | 1 | -3 | 1 | 1 | 0 | -1.6 | 8 | 3 | 0

Entries above marked active in SIAE primary.
Molecule	TDP2 absorb	PRMT1 FP inh	mABHD4 FP	TCR CD3 inh	LEDGF integ inh	PG9 binder	DDE Tn7 FP inh	SIAE primary	HTRA1 inhibitor
O=C(Cc1cn(Cc2ccccc2)c2ccccc12)Nc1ccc(Nc2cccnc2)cc1	-16	14	22	-8	-2	-0.4	-4	26*	.
